# Assay outcomes: PubChem BioAssay, several laboratories
# MCL1-BIM inh: inhibitors of MCL1 binding to BIM-BH3, primary screen, biochemical, fluorescence polarization; Induced myeloid leukemia cell differentiation protein Mcl-1 (Homo sapiens), Q07820; GST-MCL1 / FITC-Bim-BH3 fluorescence polarization; inhibition, % at 10.9 µM; 320,000 compounds, 0.68% hits; AID 2057, 2009;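 active = inhibition above the mean inhibition of all tested compounds plus 3 SD, set per campaign, cut at about 40% in these data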;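 also: 0% = DMSO wells and 100% = unlabeled Bim-BH3 peptide control; higher means more loss of mP so more displacement of Bim peptide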
# TPT1 inhibitor: Candida albicans TPT1 enzyme inhibitors, primary screen, biochemical, fluorescence polarization; 300,000 compounds, 0.81% hits; recombinant caTPT1, FP RNA substrate dephosphorylation; inhibition, % at 5 µM;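 active = inhibition above the mean of all tested compounds plus 3 SD, set per screening campaign, cut at about 24% in these data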;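 also: plate controls were DMSO alone for no effect and ferristatin control at 100 nM for full effect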
# PAD4 inh: human PAD4 inhibitors, primary screen, biochemical, fluorescence polarization, 1536-well format; 330,000 compounds, 0.41% hits; inhibition, % at 6.36 µM; recombinant PAD4, RCA probe fluorescence polarization;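 active = percent inhibition above a cutoff equal to the mean of all tested compounds plus 3 SD, cut at about 15% in these data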;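 also: 0% = PAD4 with RCA probe and DMSO and 100% = probe without PAD4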
# GSTO1 counter: inhibitors of recombinant GSTO1, primary screen, counter-screen for RBBP9 inhibitor project, biochemical, fluorescence polarization; AID 1974, 2009; inhibition, % at 5.96 µM; 300,000 compounds, 1.1% hits; Glutathione S-transferase omega-1 (Homo sapiens), P78417; activity-based probe fluorescence polarization;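 active = inhibition above the campaign mean inhibition plus 3 SD, cut at about 35% in these data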;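 also: 0% = GSTO1-1 with DMSO and 100% = wells lacking GSTO1-1 enzyme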
# Target sequence (P78417 whole entry, looked up): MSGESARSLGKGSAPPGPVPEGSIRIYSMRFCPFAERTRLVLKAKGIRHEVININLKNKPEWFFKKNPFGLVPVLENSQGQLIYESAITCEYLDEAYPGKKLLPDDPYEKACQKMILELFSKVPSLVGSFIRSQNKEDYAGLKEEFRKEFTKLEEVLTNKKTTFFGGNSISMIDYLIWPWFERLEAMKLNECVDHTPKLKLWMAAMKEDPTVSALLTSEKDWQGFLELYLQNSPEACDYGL
# PME-1 primary: PME-1 inhibitors via competitive probe labeling, primary screen, biochemical, fluorescence polarization, FP-Rh probe, HTS | Protein phosphatase methylesterase 1 (Homo sapiens), Q9Y570 | recombinant PME-1 | inhibition, % at 5.9 µM | 320,000 compounds, 0.53% hits | AID 2130, 2009;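 active = inhibition above the campaign mean of all compounds plus 3 SD, cut at about 26% in these data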;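 also: competitive labeling of PME-1 active site by serine hydrolase directed probe; 0% = PME-1 with DMSO and 100% = wells lacking PME-1 enzyme; inhibitors block probe labeling so polarization falls and inhibition rises; many of its hits are not listed in these tables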
# Target sequence (Q9Y570 whole entry, looked up): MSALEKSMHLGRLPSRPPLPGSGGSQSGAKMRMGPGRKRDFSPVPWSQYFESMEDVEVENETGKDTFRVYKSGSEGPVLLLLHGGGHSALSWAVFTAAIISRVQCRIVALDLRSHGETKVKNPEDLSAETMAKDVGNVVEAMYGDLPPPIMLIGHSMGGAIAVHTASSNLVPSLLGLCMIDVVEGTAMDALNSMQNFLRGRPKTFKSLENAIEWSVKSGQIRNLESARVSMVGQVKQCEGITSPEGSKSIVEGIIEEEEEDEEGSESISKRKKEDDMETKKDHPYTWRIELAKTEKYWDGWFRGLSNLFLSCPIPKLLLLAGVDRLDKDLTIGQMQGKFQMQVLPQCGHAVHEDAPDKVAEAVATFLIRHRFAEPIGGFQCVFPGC
# Bcl-xL primary: inhibitors of human Bcl-xL, primary screen, biochemical, fluorescence polarization, HTS; Bcl-2-like protein 1 (Homo sapiens), Q07817; GST-Bcl-xL / FITC-Bim BH3 peptide fluorescence polarization; inhibition, % at 10.9 µM; 320,000 compounds, 0.7% hits;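 active = inhibition above the mean of all tested compounds plus 3 SD, cutoff set per campaign, cut at about 30% in these data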;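 also: 0% = DMSO wells and 100% = unlabeled Bim-BH3 peptide competitor; inhibitors lower millipolarization by displacing the labeled peptide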
# GLD-1 TGE inh: GLD-1/TGE RNA complex disruptors, primary screen, biochemical, fluorescence polarization | inhibition, % at 5.96 µM | Female germline-specific tumor suppressor gld-1 (Caenorhabditis elegans), Q17339 | 320,000 compounds, 0.44% hits | purified GLD-1 + fluorescein TGE RNA | AID 2280, 2010;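 active = percent inhibition above a per-plate cutoff, the plate mean of test compounds plus 3 SD, cut at about 30% in these data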;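 also: 0% = DMSO wells with GLD-1 and probe and 100% = wells lacking GLD-1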
# Target sequence (Q17339 whole entry, looked up): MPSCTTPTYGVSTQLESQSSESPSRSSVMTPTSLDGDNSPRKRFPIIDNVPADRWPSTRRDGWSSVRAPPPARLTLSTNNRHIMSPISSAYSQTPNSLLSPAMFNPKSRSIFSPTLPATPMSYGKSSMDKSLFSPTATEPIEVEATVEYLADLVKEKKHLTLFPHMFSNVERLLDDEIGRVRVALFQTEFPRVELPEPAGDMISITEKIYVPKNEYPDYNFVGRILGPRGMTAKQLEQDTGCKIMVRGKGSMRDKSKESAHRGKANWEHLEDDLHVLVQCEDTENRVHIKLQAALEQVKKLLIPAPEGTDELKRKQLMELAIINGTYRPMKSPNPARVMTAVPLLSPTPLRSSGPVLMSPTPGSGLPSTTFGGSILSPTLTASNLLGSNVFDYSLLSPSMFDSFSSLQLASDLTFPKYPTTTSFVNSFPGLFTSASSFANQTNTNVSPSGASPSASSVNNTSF
# MEX-5 binding: MEX-5 zinc finger RNA-binding disruptors – biochemical, C. elegans, fluorescence polarization, MLPCN library, primary screen; Zinc finger protein mex-5 (Caenorhabditis elegans), Q9XUB2; MEX-5/FITC-TCR2 RNA binding; stronger effect = lower value; activity score (negative = inhibition of binding), % at 10 µM; 300,000 compounds, 0.38% hits;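 active = inhibition past about -25% in most replicates, and total fluorescence under double the plate's negative control median, limit read from the data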;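 also: 0% = DMSO and -100% = 5 µM competing unlabeled TCR2 RNA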
# Fam108B counter: mouse Fam108B serine hydrolase inhibitors, primary screen, counter-screen for RBBP9 inhibitor project, biochemical, fluorescence polarization; recombinant Fam108B, FP-Rh probe fluorescence polarization; inhibition, % at 9.51 µM; 300,000 compounds, 0.33% hits;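 active = inhibition above the screen mean inhibition plus 3 SD, computed separately per campaign, cut at about 18% in these data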;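 also: inhibitors lower polarization as less probe binds the enzyme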
# Numbers without * were called inactive; · = not tested or not shown. A portion of the library. The share of hits here may be higher or lower than overall.
# Results follow in this order: MCL1-BIM inh	TPT1 inhibitor	PAD4 inh	GSTO1 counter	PME-1 primary	Bcl-xL primary	GLD-1 TGE inh	MEX-5 binding	Fam108B counter
Cc1noc(C)c1C(=O)OCC(=O)N1CCN(S(=O)(=O)c2ccc3ccccc3c2)CC1
  -4	-1	0	-3	18	0	-5	2.7	2
CC(C)CCNC(=O)C(c1ccc(O)cc1)N(C(=O)C1COc2ccccc2O1)c1cccc(O)c1 (configuration not stated)
  6	-1	0	-5	5	8	4	-1.7	-2
Cc1ccc2cccc(S(=O)(=O)N3CCCc4ccccc43)c2n1
  -3	5	2	3	0	7	1	0.0	-1
C=C(C)/C=N/NC(=S)Nc1ccc(S(=O)(=O)N2CCOCC2)cc1
  7	4	-6	-15	3	2	4	-0.2	3
COc1ccc(CNc2ncccn2)cc1OC
  1	-7	0	12	1	2	-4	-0.3	2
COc1cc(OC)cc(-c2c(C#Cc3ccsc3)c3cc(-c4ccc5c(c4)OCCO5)ccc3n2C)c1
  -13	·	0	·	-9	-7	-15	·	·
Cc1ccc(C)c2[nH]c(=O)c(C(c3nnnn3C3CCCC3)N3CCOCC3)cc12 (configuration not stated)
  5	3	-5	5	-1	9	6	-2.8	0
CC(C)CCNC(=O)CCc1nnc2n(CCCOC(C)C)c(=O)c3ccccc3n12
  4	-2	-3	4	-6	-2	-1	-1.1	5
O=C(Nc1ccc2c(c1)CCC2)Nc1ccccc1F
  -2	3	0	2	0	-2	0	-1.2	1
[O-][n+]1c2ccccc2c2n1CCCN=C2c1ccc(Cl)cc1
  3	-5	3	2	1	2	-3	-0.7	0
CCn1c(SCC(=O)Nc2nc(C)c(C)s2)nnc1-c1cccnc1
  0	-4	1	-2	3	3	-1	1.0	-2
CCCCCC(=O)NC(=S)Nc1ccc2oc(=O)ccc2c1
  3	-2	-4	-3	3	5	-2	-0.7	-1
O=Nc1c(O)n(Cc2c(Cl)cccc2Cl)c2ccccc12
  1	0	1	2	-68	-2	8	2.1	-20
CCOC(=O)[C@@H]1[C@H]2COc3ccccc3[C@@H]2N2C(=O)N(c3ccc(C)cc3)C(=O)[C@]12C
  8	-2	2	5	-6	3	2	1.6	1
CN1CCN(CCCNC(=O)c2cc3c(=O)n(C)c4ccccc4c3s2)CC1
  11	0	0	2	8	3	0	-2.8	1
Cn1c(Cc2ccccc2)nnc1SCC(=O)N1CCN(c2ccccc2)CC1
  0	0	-3	10	0	-1	-5	-1.2	0
CC1CCCCC1NS(=O)(=O)c1ccc(-n2cnnn2)cc1 (configuration not stated)
  -1	-3	3	3	-3	2	4	0.8	1
CCCCN(CC(=O)NCc1ccc(Cl)cc1)S(=O)(=O)c1ccc2c(c1)OCCO2
  2	-2	-1	0	2	1	4	-0.7	-2
Cc1cc2oc(=O)sc2cc1NS(=O)(=O)c1cccc2cccnc12
  4	-5	34*	24	3	7	7	1.7	2
COc1ccc(CC2(CO)CCN(CC3=CC[C@H]4C[C@@H]3C4(C)C)CC2)cc1
  -4	-1	-2	4	-6	-2	6	-2.1	2
C/C(=N\Nc1ccc(C(F)(F)F)cn1)c1ccc(S(=O)(=O)NCc2ccco2)cc1
  5	-2	-2	4	5	11	3	1.4	2
c1ccc2[nH]c(CCCCc3nc4ccccc4[nH]3)nc2c1
  2	-2	-1	8	1	1	-3	1.9	-1
O=C(N/N=C/C1CCCCC1)c1cc(Cl)ccc1O
  19	1	-4	7	-4	3	1	0.2	2
COc1ccc(C(=O)Nc2nc(-c3cccs3)cs2)cc1
  9	1	-4	-2	-20	1	-4	-2.1	-4
C/C(CC(=O)Nc1ccc(Cl)cn1)=N\NC(=O)Cc1cccs1
  4	-6	-2	2	-3	6	5	0.7	3
Cc1cc2c(cc1C)CSC(c1ccccc1OC(=O)C(C)C)SC2
  -3	-3	-3	0	-4	4	-5	0.0	-1
NC(=O)c1ccc(C2SCC(=O)N2Cc2ccccc2)cc1 (configuration not stated)
  -10	2	3	-4	-2	-5	9	-0.8	-7
CCN(CC)c1ccc(NC(=O)c2ccccc2Br)cc1S(=O)(=O)Nc1ccccc1OC
  12	-2	-3	-10	-20	11	11	-0.2	-15
COCCN1C(=O)C(CC(=O)Nc2ccccc2)SC1=Nc1ccc(OC)cc1 (configuration not stated)
  6	-2	-1	2	2	3	5	-1.5	-3
CC1CCc2c(sc(NC(=O)CSc3ncnc4c3cnn4-c3ccccc3Cl)c2C#N)C1 (configuration not stated)
  0	1	-2	-3	-3	4	5	-1.5	-2

# More compounds.
# Results follow in this order: MCL1-BIM inh	TPT1 inhibitor	PAD4 inh	GSTO1 counter	PME-1 primary	Bcl-xL primary	GLD-1 TGE inh	MEX-5 binding	Fam108B counter
CCC(C)(C)NC(=O)C(c1cccn1C)N(Cc1ccc(OC)cc1)C(=O)Cn1nnc2ccccc21 (configuration not stated)
  5	1	3	7	-1	7	7	2.8	-8
CC(C)CC(=O)NC(NCC1CCCO1)C(Cl)(Cl)Cl (configuration not stated)
  11	-1	0	5	-9	5	-1	1.5	2
Cc1ccc2nc(N3C(=O)C(O)=C(C(=O)c4ccco4)C3c3cccc(O)c3)sc2c1 (configuration not stated)
  6	5	-4	-12	-18	2	0	0.5	-5
O=S(=O)(Nc1ccc2c(c1)nc1n2CCN(Cc2ccccc2)C1)c1ccc(F)cc1
  2	8	-7	5	-19	12	-4	4.6	-5
Cc1ccc(C)c(N(C(=O)CCC(=O)Nc2cc(C)on2)C(C(=O)NC2CCCC2)c2ccco2)c1 (configuration not stated)
  2	-1	0	-3	2	3	1	0.4	-5
CCC(C(=O)Nc1cccc(C(=O)O)c1)c1ccccc1 (configuration not stated)
  3	-2	-1	6	0	6	-2	-1.6	-1
CCSc1nnc(NC(=O)c2csc(C)c2)s1
  4	1	-4	6	-4	-1	3	0.1	3
COc1ccc(CNC(=O)C2CCN(S(=O)(=O)c3c(C)n[nH]c3C)CC2)cc1
  0	-2	-1	-2	-4	0	-12	-1.4	-2
COCCNC(=O)/C(C#N)=C/c1c(N2CCCCCC2)nc2c(C)cccn2c1=O
  0	-2	1	-1	-1	4	-6	0.2	1
O=C(c1ccccc1)c1coc2ccc(O)c(CN3CCOCC3)c12
  7	-1	-2	2	2	3	1	-2.6	-1
CC1CC(C)CN(S(=O)(=O)c2ccc(NC(=S)NC(=O)c3ccccc3)cc2)C1 (configuration not stated)
  -1	-3	-4	7	-6	5	10	0.7	1
O=[N+]([O-])c1ccc(CSc2nnc(Cc3ccccc3)o2)cc1
  2	-2	-2	6	4	5	4	-2.3	-7
O=C(C[n+]1ccn(-c2ccccc2)c1)c1ccc([N+](=O)[O-])cc1
  2	-1	-2	2	-4	-4	5	0.7	0
Cc1ccc(C2CC(c3ccccc3)=NN2c2ccccc2)o1 (configuration not stated)
  1	-3	-2	-8	2	3	-2	-2.8	3
Cc1ccc(NC(=O)CSc2nnc(CNC(=O)c3ccco3)o2)cc1
  -8	2	-3	5	2	-1	3	2.1	0
COCCn1c(-c2ccc(OC)cc2)c(-c2ccc(OC)cc2)oc1=O
  -2	2	-2	4	-2	1	4	0.5	-1
COC(=O)c1[nH]c2ccc(Cl)cc2c1NC(=O)CN1CCC(C(N)=O)CC1
  -12	2	-2	1	3	-7	0	-1.5	-2
CCC(=O)NC(NC(=S)Nc1ccccc1Br)C(Cl)(Cl)Cl (configuration not stated)
  11	-2	-8	-5	5	7	5	0.9	2
COc1ccc(-c2nc(C#N)c(N3CC(C)OC(C)C3)o2)cc1OC (configuration not stated)
  4	-2	13	8	-2	5	5	0.9	-4
Cc1ccc(-c2nc(=S)c3c(n2CC2CCCO2)CC(C)(C)OC3)cc1 (configuration not stated)
  5	-1	1	-4	0	3	-1	0.9	0
CCn1c(SCC(=O)Nc2ccccc2)nc2nc3c(cc2c1=O)COC(C)(C)C3
  -1	1	2	2	6	6	3	-2.0	0
O=C(O)C1CCN(C(=O)c2ccc(Cl)cc2)CC1
  3	-6	-1	3	-4	4	-5	2.1	4
COc1ccc(CNC(=O)CSc2ncn[nH]2)cc1OC
  -3	-2	1	2	-2	3	0	3.3	-2
COc1ccc(N2C(=O)CC(Nc3ccc(F)cc3)C2=O)c([N+](=O)[O-])c1 (configuration not stated)
  1	0	-7	2	6	3	1	-0.2	-5
O=C(NC1(C(F)(F)F)NC(=O)N(Cc2ccccc2)C1=O)c1cccnc1 (configuration not stated)
  4	-4	1	2	-7	1	4	-1.0	1
C=C1CN(Cc2ccccc2)S(=O)(=O)c2ccccc21
  10	-3	1	25	-6	15	8	-0.8	-3
O=c1oc2ccccc2nc1/C=C(O)/C=C\c1ccccc1
  69*	27*	-8	30	3	57*	34*	1.8	-5
COc1ccc2c(c1OC)C(=O)OC2CC(=O)c1ccc(O)c(O)c1 (configuration not stated)
  13	-3	-1	12	5	5	0	-2.3	0
Cc1nn(-c2ccccc2)c(N)c1Sc1ccc([N+](=O)[O-])cc1
  14	-3	3	-3	0	10	8	-0.9	2
Cc1ccc(CCN2CC(C(=O)NCc3ccc4c(c3)OCO4)CC2=O)cc1 (configuration not stated)
  -2	2	-2	8	7	1	-5	-2.9	0

# The results go on.
# Results follow in this order: MCL1-BIM inh	TPT1 inhibitor	PAD4 inh	GSTO1 counter	PME-1 primary	Bcl-xL primary	GLD-1 TGE inh	MEX-5 binding	Fam108B counter
CC1CCN(S(=O)(=O)c2cccc(C(=O)Nc3nncs3)c2)CC1
  4	5	0	-8	-3	3	-4	-3.4	2
CCOC(=O)N1CCN(S(=O)(=O)Cc2ccccc2)CC1
  -9	-7	7	-2	-1	-3	1	1.3	3
COc1ccc(-c2nnc(SCC(=O)Nc3nncs3)o2)cc1
  -5	-1	2	17	-4	-7	7	1.5	-1
O=Cc1c(F)cccc1N1CCCC1
  3	-2	-1	4	-4	12	8	-0.7	11
COc1ccc(S(=O)(=O)N2CCOC2CNC(=O)C(=O)NCCc2c[nH]c3ccccc23)cc1 (configuration not stated)
  2	-1	1	2	7	-1	-3	-0.6	1
COC(=O)C(Cc1ccc(OC(=O)c2ccc(Cl)cc2)cc1)N1Cc2ccccc2C1=O (configuration not stated)
  1	2	2	-1	-2	7	4	1.5	-4
Clc1ccc(SCNc2ccccc2Cl)cc1
  5	-3	0	7	1	6	-1	-0.1	-1
CCOc1ccccc1N1CC(C(=O)NNC(=O)c2ccc(F)cc2)CC1=O (configuration not stated)
  6	1	-4	11	-9	0	10	-0.3	-2
O=C(Nc1ccc2oc(-c3ccccc3)nc2c1)c1cccs1
  3	-3	-2	-8	-12	2	11	-1.7	-9
NC(=O)N/N=C/c1cn(-c2ccccc2)nc1-c1cccs1
  0	-4	5	-15	-6	-2	-6	2.7	-10
CCCS(=O)(=O)N1CCN(Cc2ccccc2C(F)(F)F)CC1
  5	0	-2	-1	-1	-1	-4	-0.9	-1
CCS(=O)(=O)Nc1ccc2[nH]c(=O)[nH]c2c1
  7	-2	-6	-6	-3	7	-1	-1.5	5
